# MDM2 E3 inh = Mdm2 E3 ligase (human) inhibition; signal enhancement, % at 5 µM; 0.11% of 210,000 active; Q00987; cell-based MDM2 ubiquitination luciferase reporter, 2 h; 0 = plate control, 100 = twice control, blank-subtracted;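 active = signal enhancement of 30% or more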;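 note: luminescence tracks abundance of the self-degrading MDM2-luciferase fusion protein; higher signal means inhibition of MDM2 E3 ligase activity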
#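 Assay system: mammalian cells stably expressing self-ubiquitinating, self-degrading MDM2 E3–luciferase fusion. Quantity: 2000 cells in each well. Medium: DMEM culture medium. Compound dosing: single-point 5 µM. Timing: cell settling 4 h, compound treatment 2 h, both 37 °C. Technique: luciferase luminescence. Read-out basis: percent signal gain over controls, blank-subtracted. Benchmarks: plate controls and plate blanks.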
# Ba/F3 V617F tox = loss of viability in JAK2V617F-driven Ba/F3 cells; 1.1% of 220,000 active; Ba/F3 EpoR-JAK2V617F viability, ATP luminescence; inhibition, % at 5.6 µM;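 active = inhibition above the campaign mean plus 3 SD over all tested compounds, cut at about 24% in these data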;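 note: cytokine-independent growth of Ba/F3 cells driven by EpoR plus mutant JAK2; 0% = DMSO-treated cells and 100% = JAK inhibitor I control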
# PERK inh = blocks human PERK kinase; Q9NZJ5; CHO PERK-DD fusion, SEAP luminescence translation reporter; inhibition, % at 5.6 µM; 0.17% of 220,000 active;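 active = inhibition above the mean inhibition of all tested compounds plus 3 SD, set separately per screening campaign, cut at about 2.9% in these data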;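 note: PERK kinase domain activated by AP20187 dimerizer at 100 nM; 0% = DMSO with dimerizer and 100% = rapamycin at 8.4 µM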
# Wee1 stabilizer = blocks degradation of human Wee1 kinase. HeLa Luc-Wee1K328M stability, luciferase luminescence; 100% = proteasome inhibitor MG132 effect. reporter increase, % at 5 µM. 1.2% of 220,000 active;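 active = activation above the mean of all tested compounds plus 3 SD, set per screening run, cut at about 8.8% in these data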;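 note: cells exposed to compound for 20 h before luminescence read; 0% = DMSO alone and 100% = MG132 at 30 µM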
# BaF3 tox = counter-screen for JAK2V617F inhibitors: parental Ba/F3 viability inhibitors. inhibition, % at 5.6 µM. 1.1% of 220,000 active. CellTiter-Glo ATP luminescence. AID 1486;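 active = inhibition above a per-campaign cutoff, the mean inhibition of all tested compounds plus 3 SD, cut at about 27% in these data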;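 note: 0% = DMSO wells and 100% = JAK Inhibitor I control wells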
# eIF4E-4G inh = inhibitors of eIF4E and eIF4G interaction in translation initiation; TR-FRET eIF4E-eIF4GI(517-606) binding, 2 h; inhibition, % at 21.7 µM; 0.37% of 220,000 active; AID 782;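 active = inhibition above about 30%, limit read from the data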;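 note: 0% = full FRET control wells and 100% = background wells lacking eIF4GI fragment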
# Target sequence (P63073 whole entry, looked up, the tested form may be a part): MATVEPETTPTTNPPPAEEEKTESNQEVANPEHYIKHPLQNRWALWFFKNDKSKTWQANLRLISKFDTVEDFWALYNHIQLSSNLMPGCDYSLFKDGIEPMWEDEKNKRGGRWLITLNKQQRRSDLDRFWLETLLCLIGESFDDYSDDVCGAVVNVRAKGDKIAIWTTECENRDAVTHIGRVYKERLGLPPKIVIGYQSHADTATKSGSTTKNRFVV
# Target sequence (Q04637 whole entry, looked up, the tested form may be a part): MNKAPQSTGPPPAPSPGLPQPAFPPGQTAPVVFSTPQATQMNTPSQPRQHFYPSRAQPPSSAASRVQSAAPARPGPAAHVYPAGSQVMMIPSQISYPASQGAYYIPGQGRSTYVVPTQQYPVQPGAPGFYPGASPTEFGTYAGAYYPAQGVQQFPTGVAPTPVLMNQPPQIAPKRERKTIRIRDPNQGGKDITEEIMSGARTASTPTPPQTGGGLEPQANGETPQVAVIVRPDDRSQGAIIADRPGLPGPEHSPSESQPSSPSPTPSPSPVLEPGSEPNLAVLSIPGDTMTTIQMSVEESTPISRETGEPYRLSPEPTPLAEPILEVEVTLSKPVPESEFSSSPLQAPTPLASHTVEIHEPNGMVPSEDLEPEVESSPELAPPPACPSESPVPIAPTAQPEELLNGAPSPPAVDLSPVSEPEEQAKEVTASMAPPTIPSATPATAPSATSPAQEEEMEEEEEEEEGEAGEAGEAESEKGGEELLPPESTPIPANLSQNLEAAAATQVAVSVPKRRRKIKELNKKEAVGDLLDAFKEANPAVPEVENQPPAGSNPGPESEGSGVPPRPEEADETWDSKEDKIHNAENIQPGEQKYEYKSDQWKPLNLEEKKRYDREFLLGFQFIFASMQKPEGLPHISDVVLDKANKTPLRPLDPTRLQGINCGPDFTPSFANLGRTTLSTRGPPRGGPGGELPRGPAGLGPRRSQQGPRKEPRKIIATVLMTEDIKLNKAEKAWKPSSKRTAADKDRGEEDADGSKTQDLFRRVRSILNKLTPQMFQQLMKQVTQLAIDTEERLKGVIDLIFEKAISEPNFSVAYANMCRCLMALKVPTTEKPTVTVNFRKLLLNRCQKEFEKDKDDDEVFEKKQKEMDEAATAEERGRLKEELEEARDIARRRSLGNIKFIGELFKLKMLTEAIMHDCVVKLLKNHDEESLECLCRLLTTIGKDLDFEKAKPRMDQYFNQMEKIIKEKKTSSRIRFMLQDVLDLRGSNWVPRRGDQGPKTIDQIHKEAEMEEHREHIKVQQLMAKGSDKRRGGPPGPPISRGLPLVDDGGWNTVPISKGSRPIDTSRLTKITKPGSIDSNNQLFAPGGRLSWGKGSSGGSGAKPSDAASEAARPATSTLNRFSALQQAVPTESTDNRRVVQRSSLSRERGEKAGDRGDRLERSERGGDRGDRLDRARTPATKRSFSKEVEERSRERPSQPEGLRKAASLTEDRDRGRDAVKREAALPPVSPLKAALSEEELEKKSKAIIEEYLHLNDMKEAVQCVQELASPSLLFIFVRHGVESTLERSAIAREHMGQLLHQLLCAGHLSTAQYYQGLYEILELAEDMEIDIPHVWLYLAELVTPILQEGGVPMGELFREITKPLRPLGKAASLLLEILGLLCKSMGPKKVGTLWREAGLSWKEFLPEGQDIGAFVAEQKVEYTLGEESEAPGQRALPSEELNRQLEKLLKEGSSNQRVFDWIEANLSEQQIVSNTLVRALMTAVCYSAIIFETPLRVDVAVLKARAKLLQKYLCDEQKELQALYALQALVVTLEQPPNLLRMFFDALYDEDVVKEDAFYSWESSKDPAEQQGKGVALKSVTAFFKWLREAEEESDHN
# S1P4 antag = blocks the human S1P4 receptor. 0.26% of 220,000 active. AID 1510. O95977. inhibition, % at 4.98 µM. S1P4-expressing cells, antagonist mode, reporter read-out; in the data active = inhibition above about 29%;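 note: 0% = wells stimulated with agonist and 100% = vehicle wells without agonist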
# S1P4 agonist = activates the human S1P4 receptor; O95977; S1P4-expressing cell line, agonist reporter assay; activation, % at 4.98 µM; 0.35% of 220,000 active; AID 1509; in the data active = activation above about 11%;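 note: 0% = DMSO vehicle and 100% = reference agonist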
# NPY-Y2 PAM-ag = potentiators or agonists of human neuropeptide Y receptor Y2; cells expressing NPY-Y2, potentiator/agonist read-out; 0.45% of 220,000 active; P49146; AID 1359; activation, % at 3.6 µM; in the data active = activation above about 27%;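 note: cells stimulated with NPY near EC25 plus isoproterenol at EC100; 0% = vehicle plus submaximal agonist and 100% = vehicle plus saturating agonist; some results beyond the cut were filed as inactive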
# Active calls of the source: *; [ ] = remark or other dose.
# The opening 2 compounds (preview)
entry	canonical_smiles	MDM2 E3 inh	Ba/F3 V617F tox	PERK inh	Wee1 stabilizer	BaF3 tox	eIF4E-4G inh	S1P4 antag	S1P4 agonist	NPY-Y2 PAM-ag
1	O=C(CSc1nc(-c2ccc(F)cc2)cs1)Nc1ccccn1	4	0	0.7	0	3	0[fluorescence artefact?]	-22	0.9	14
2	O=C(CCN1C(=O)c2ccc([N+](=O)[O-])cc2C1=O)Nc1nccs1	-9	-2	-0.5	-2	4	-1	-9	0.3	-14

# Main list, from the start:
entry	canonical_smiles	MDM2 E3 inh	Ba/F3 V617F tox	PERK inh	Wee1 stabilizer	BaF3 tox	eIF4E-4G inh	S1P4 antag	S1P4 agonist	NPY-Y2 PAM-ag
1	O=C(CSc1nc(-c2ccc(F)cc2)cs1)Nc1ccccn1	4	0	0.7	0	3	0[fluorescence artefact?]	-22	0.9	14
2	O=C(CCN1C(=O)c2ccc([N+](=O)[O-])cc2C1=O)Nc1nccs1	-9	-2	-0.5	-2	4	-1	-9	0.3	-14
3	Cc1ccc(NC(=O)CN(c2ccc(Cl)cc2)S(=O)(=O)c2cc([N+](=O)[O-])ccc2Cl)c(C)c1	-12	0	1.8	1	8	0	-12	-0.7	4
4	CC(=O)Cc1nsc(NC(=O)c2c(-c3ccccc3Cl)noc2C)n1	-13	7	-0.8	-2	10	6[fluorescence artefact?]	-4	-0.1	-9
5	COc1ccc(/C=N/n2c(-c3cccs3)n[nH]c2=S)cc1	-16	2	0.6	-3	4	33*	-1	-2.1	1
6	O=C(CSc1ncn[nH]1)Nc1nsc(-c2ccccc2)n1	3	-5	0.6	1	-1	-1[fluorescence artefact?]	-2	0.4	10
7	O=C(CSc1nnc2ccc(-c3ccncc3)nn12)N1CCCCC1	-17	-2	-0.2	-2	3	3	8	-2.8	3
8	CN=c1scc(-c2ccccc2Br)n1/N=C/c1ccc[nH]1	-92	5	0.4	0	9	7	-6	-0.3	-1
9	O=C(CCNS(=O)(=O)c1cccc2nsnc12)N1CCc2ccccc21	-3	-3	-1.6	-2	1	-17[fluorescence artefact?]	-19	-0.1	-4
10	CC(=O)Nc1ccc(OC(=O)c2c(-c3ccccc3Cl)noc2C)cc1	-11	2	-0.2	3	9	5	-6	-2.3	0
11	CCn1c(SCC(=O)Nc2ccccc2F)nc2c(c1=O)SC(C)C2 (centres undefined)	1	-2	-0.1	-1	5	1	-24	-2.1	-12
12	COc1ccc(OCC(O)CN2C(=O)NC(C)(C)C2=O)cc1 (centres undefined)	-14	-2	1.2	0	-1	9[fluorescence artefact?]	-2	0.7	-5
13	O=C1OCCC1Sc1ncnc2sc3c(c12)CCC3 (centres undefined)	-5	-2	0.5	-2	3	-1	6	-0.2	3
14	CCCCOC(=O)c1cc(Cl)c(O)c(OC)c1	-14	-2	0.8	-1	-1	0	-4	-0.1	4
15	COc1ccc(C(=O)NNC(=O)CSc2nc3c(c(=O)n(C)c(=O)n3C)n2C)cc1	-25	-1	1.1	0	5	1	5	1.7	-8
16	Cc1c(Br)cc(C(=O)N2CCCC2)c(C)c1C	-35	-4	1.0	1	-1	3	-6	-2.1	10
17	COc1cccc(Cn2c(=O)ccc3ccccc32)c1	-6	0	1.1	-1	1	2	-10	-0.8	13
18	S=C(Nc1ccccc1)N1CCN(c2ccc(N3CCOCC3)nn2)CC1	-14	-2	0.7	-1	7	-7	-6	-1.1	-5
19	CCc1ccc(OCC(=O)NNC(=O)Cc2cccs2)cc1	-4	0	1.3	2	3	3	2	1.0	-1
20	CC(C)CC(C(=O)NC1CCCC1)N(Cc1ccc2c(c1)OCO2)C(=O)c1snc(C(N)=O)c1N (centres undefined)	-4	-2	0.4	3	5	1	-4	2.3	-9
21	O=C1c2ccccc2C(=O)N1CCCC(=O)N1CCc2ccccc21	-8	6	-0.6	2	11	0	2	3.1	-13
22	COc1cc(OC)c(C(=O)Nc2ccccc2-c2ccccc2)cc1OC	-14	1	-0.6	-2	3	2	-21	-0.3	-10
23	O=C(O)/C(=C1/OC(=O)c2ccccc21)c1ccccc1	-11	1	0.2	-2	3	0	-6	1.2	14
24	CC(C)C(NC(=O)c1ccccc1Br)c1ccccc1 (centres undefined)	-18	1	1.3	-1	2	-4	-4	0.9	-13
25	Cc1cc(C)cc(-c2nnc(SCC(=O)NCc3cccs3)o2)c1	11	1	-1.2	6	-1	-4	-15	-1.2	-11
26	CC(C)Cn1c(SCc2nc3ccccc3c(=O)[nH]2)nc2ccccc2c1=O	-9	-4	1.0	4	4	6	0	1.6	-1
27	O=C(CCNC(=O)Cn1ccc2ccccc2c1=O)NCc1ccccn1	-4	0	1.1	0	4	1	-20	1.8	3
28	Fc1ccccc1-c1nc(-c2ccccc2)no1	-78	1	0.7	0	3	4	-16	-1.8	5
29	COc1cccc(-c2cc(C(F)(F)F)nc(N3CCC(C)CC3)n2)c1	-1	-6	0.5	-2	4	1	-6	-0.1	6
30	O=C(CN1CCOCC1)Nc1ccc2c(c1)OCCO2	-7	0	1.6	2	-2	1	-4	-0.5	3

# Ordered by length of the SMILES (lowest first): 15 of the compounds above.
entry	canonical_smiles	MDM2 E3 inh	Ba/F3 V617F tox	PERK inh	Wee1 stabilizer	BaF3 tox	eIF4E-4G inh	S1P4 antag	S1P4 agonist	NPY-Y2 PAM-ag
28	Fc1ccccc1-c1nc(-c2ccccc2)no1	-78	1	0.7	0	3	4	-16	-1.8	5
14	CCCCOC(=O)c1cc(Cl)c(O)c(OC)c1	-14	-2	0.8	-1	-1	0	-4	-0.1	4
13	O=C1OCCC1Sc1ncnc2sc3c(c12)CCC3 (centres undefined)	-5	-2	0.5	-2	3	-1	6	-0.2	3
17	COc1cccc(Cn2c(=O)ccc3ccccc32)c1	-6	0	1.1	-1	1	2	-10	-0.8	13
24	CC(C)C(NC(=O)c1ccccc1Br)c1ccccc1 (centres undefined)	-18	1	1.3	-1	2	-4	-4	0.9	-13
19	CCc1ccc(OCC(=O)NNC(=O)Cc2cccs2)cc1	-4	0	1.3	2	3	3	2	1.0	-1
6	O=C(CSc1ncn[nH]1)Nc1nsc(-c2ccccc2)n1	3	-5	0.6	1	-1	-1[fluorescence artefact?]	-2	0.4	10
23	O=C(O)/C(=C1/OC(=O)c2ccccc21)c1ccccc1	-11	1	0.2	-2	3	0	-6	1.2	14
8	CN=c1scc(-c2ccccc2Br)n1/N=C/c1ccc[nH]1	-92	5	0.4	0	9	7	-6	-0.3	-1
5	COc1ccc(/C=N/n2c(-c3cccs3)n[nH]c2=S)cc1	-16	2	0.6	-3	4	33*	-1	-2.1	1
25	Cc1cc(C)cc(-c2nnc(SCC(=O)NCc3cccs3)o2)c1	11	1	-1.2	6	-1	-4	-15	-1.2	-11
11	CCn1c(SCC(=O)Nc2ccccc2F)nc2c(c1=O)SC(C)C2 (centres undefined)	1	-2	-0.1	-1	5	1	-24	-2.1	-12
4	CC(=O)Cc1nsc(NC(=O)c2c(-c3ccccc3Cl)noc2C)n1	-13	7	-0.8	-2	10	6[fluorescence artefact?]	-4	-0.1	-9
10	CC(=O)Nc1ccc(OC(=O)c2c(-c3ccccc3Cl)noc2C)cc1	-11	2	-0.2	3	9	5	-6	-2.3	0
26	CC(C)Cn1c(SCc2nc3ccccc3c(=O)[nH]2)nc2ccccc2c1=O	-9	-4	1.0	4	4	6	0	1.6	-1

# The listing continues:
entry	canonical_smiles	MDM2 E3 inh	Ba/F3 V617F tox	PERK inh	Wee1 stabilizer	BaF3 tox	eIF4E-4G inh	S1P4 antag	S1P4 agonist	NPY-Y2 PAM-ag
31	CCOc1cc(/C=C2\SC(=O)N=C2N)ccc1O	-17	4	-0.4	1	6	-2[fluorescence artefact?]	-7	-0.2	-4
32	CCC(=O)Nc1ccc(NC(=O)CSc2nnnn2CC)cc1C	-13	6	0.5	2	3	-4	9	-0.1	-17
33	Cc1oc2ccc(O)cc2c1C(=O)OC(C)C	-8	1	0.5	-1	3	3[fluorescence artefact?]	-9	5.0	-15
34	O=C1C2C3C=CC(CC3)C2C(=O)N1/N=C/c1ccc(O)c(O)c1 (centres undefined)	1	2	1.3	-3	3	5	-23	3.9	0
35	O=C(NC1CCc2ccccc21)C12CN(Cc3ccccc3)CC1C(c1cccc([N+](=O)[O-])c1)=NO2 (centres undefined)	-7	-4	-1.3	-3	-2	-6	-16	-0.9	-13
36	COc1ccccc1CNCc1cc(Br)ccc1OC	-3	2	-0.2	3	9	-2	-11	-0.5	21
37	COc1ccc(S(=O)(=O)N(CCCN2CCOCC2)Cc2cccc3ccccc23)cc1	-15	-2	-1.2	3	3	0	-14	-1.3	20
38	O=C1OC(COc2ccc(Br)cc2)CN1c1ccccc1 (centres undefined)	-7	0	2.1	0	2	-3	4	1.3	-8
39	CCN(CC)C(=O)Cn1nc(C)c2ccccc2c1=O	-14	-1	1.1	-3	4	-15	-12	1.5	0
40	CCOC(=O)C1CCN(c2ncnc3c2nnn3Cc2ccccc2Cl)CC1	13	0	0.7	4	11	-2	9	0.9	-1
41	CCCCCCn1c(=O)[nH]c2nc3cc(N)ccc3nc2c1=O	-9	1	0.3	-4	1	7	15	1.1	13
42	FC(F)(F)c1cccc(NC(=S)NCCN2CCOCC2)c1	-14	-5	0.9	-3	0	-7	-10	-0.5	2
43	CCOC(=O)C1=C(N)OC2=C(C(=O)CC(C)(C)C2)C1C1CCCCC1 (centres undefined)	-7	-5	-0.9	1	1	3	-1	0.4	-4
44	C(=N\Nc1nc2ccccc2s1)/c1cccs1	-12	4	0.1	14*	3	1	-4	0.0	3
45	Cc1ccc(C)c(/C=N/Nc2nc3ccccc3c(=O)n2O)c1	-5	0	1.1	-2	0	-1	-2	1.1	8
46	Cc1ccc(C)c(/C=N/NC(=S)NC(C)C)c1	3	-1	1.0	4	3	5	13	1.7	2
47	O=C(CSc1ncn[nH]1)N1N=C2/C(=C/c3ccco3)CCCC2C1c1ccco1 (centres undefined)	-5	-3	-0.5	4	2	-5	4	0.9	-4
48	NS(=O)(=O)c1ccc(CCNC(=O)c2cccc(OC(F)F)c2)cc1	10	3	0.8	3	4	0	0	-0.4	-1
49	O=C(Cc1ccccc1)NNC(=O)c1ccc(NC(=O)c2ccccc2)cc1	-16	2	0.1	3	4	4	-13	1.0	-13
50	COc1ccc(OC(=O)c2ccc(Cl)cc2)c(C(C)=O)c1	-10	-3	0.6	2	-1	1	-23	-0.3	-12
51	Cn1nc2c3ccccc3n(Cc3ccc(F)cc3)c2nc1=S	5	-1	0.1	-1	2	3	-4	1.0	-4
52	Cc1ccc(C(=O)O)cc1S(=O)(=O)NCC1CCCO1 (centres undefined)	-14	1	-0.3	-5	0	-8[fluorescence artefact?]	3	0.5	9
53	CC(=O)N1CCc2cc(S(=O)(=O)NC(CC(C)C)C(=O)N3CCn4c3nc3ccccc34)ccc21 (centres undefined)	-5	1	-1.1	-2	6	3[fluorescence artefact?]	0	1.4	1
54	Cc1cc(Nc2ccc([N+](=O)[O-])cc2)nc2ccccc12	-20	7	0.1	0	1	2	5	-1.0	3
55	COc1ccc([N+](=O)[O-])cc1Nc1ncnc2ccccc12	8	4	0.6	-1	6	3	9	-0.7	7
56	Cc1oc(C(N)=O)cc1COc1ccc(C(N)=O)cc1	-16	-6	1.0	-2	3	4	-6	0.9	-5

# From PubChem BioAssay
